TDP1 cell CPT: DT40-hTDP1 cell growth loss with CPT; chicken DT40 Tdp1-/-;hTDP1 cells + 20 nM CPT, ATP luminescence, 48 h; Potency, µM (doses to about 46.2 µM), inactives show at the top dose activity change, negative = growth inhibition, hits mostly inhibitors; 420,000 compounds, 12% hits; also: nearly all actives have a fitted effect of over 55% in size
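Chicken DT40 Tdp1-/- cells complemented with human TDP1, 400 cells/well, exposed to compounds plus 20 nM camptothecin for at least 48 h at 37 C; viability read as ATP content by CellTiter-Glo luminescence.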
KAT2A inh: GCN5L2 (KAT2A) acetyltransferase inhibition; GCN5L2 HAT assay, ThioGlo1 CoA-SH fluorescence; AID 504327; Q92830; Potency, µM (top dose mostly 58.9 µM), for inactives: at the highest dose activity change, negative = inhibition, hits mostly inhibitors; 390,000 compounds, 0.21% hits
Target sequence (Q92830 whole entry, looked up): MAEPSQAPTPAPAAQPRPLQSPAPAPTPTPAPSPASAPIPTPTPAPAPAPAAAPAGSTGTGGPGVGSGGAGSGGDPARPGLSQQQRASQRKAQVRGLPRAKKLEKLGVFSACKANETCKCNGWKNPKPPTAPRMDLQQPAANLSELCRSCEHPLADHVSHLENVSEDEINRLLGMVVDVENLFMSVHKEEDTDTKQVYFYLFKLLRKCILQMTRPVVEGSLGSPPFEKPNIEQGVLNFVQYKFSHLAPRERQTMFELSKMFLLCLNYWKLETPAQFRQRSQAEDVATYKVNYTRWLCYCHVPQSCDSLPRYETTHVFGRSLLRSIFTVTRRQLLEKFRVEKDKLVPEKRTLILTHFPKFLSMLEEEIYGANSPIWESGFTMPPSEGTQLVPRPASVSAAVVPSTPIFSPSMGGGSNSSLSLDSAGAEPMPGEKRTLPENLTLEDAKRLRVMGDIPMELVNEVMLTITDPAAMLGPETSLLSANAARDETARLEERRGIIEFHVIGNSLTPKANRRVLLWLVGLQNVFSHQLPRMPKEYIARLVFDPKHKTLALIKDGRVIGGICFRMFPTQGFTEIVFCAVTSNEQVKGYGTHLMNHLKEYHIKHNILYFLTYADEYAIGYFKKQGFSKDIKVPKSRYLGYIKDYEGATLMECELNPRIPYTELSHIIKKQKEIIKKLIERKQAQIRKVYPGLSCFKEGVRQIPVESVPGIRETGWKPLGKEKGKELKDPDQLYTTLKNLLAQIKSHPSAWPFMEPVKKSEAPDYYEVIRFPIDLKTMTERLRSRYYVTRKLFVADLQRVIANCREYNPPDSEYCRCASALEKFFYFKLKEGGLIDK
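Fluorescence readout, Ex340nm/Em540nm: ThioGlo1 (50uM final) reacts with free CoA thiol released as 20nM GCN5L2 acetylates H3(1-25) peptide (75uM) using acetyl-CoA (70uM). Compound and enzyme sat 15 min beforehand; 20 min room-temperature reaction.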
The depositor's hits bear a star; ? = inconclusive; / = not tested or not shown; & = joins results of further samples; [ ] = dose if it differs, or a comment. Calls follow the shape of the dose curve; as a rule, active = well fitted curve in the direction sought with a large enough effect; inconclusive = small, poorly fitted or top-dose-only effect, or another doubt; inactive = no such curve, though single readings can be large; an effect the other way counts as inactive or inconclusive. % is scaled to controls: 0 for no effect and ±100 for the full control effect; potency is read from the fitted curve at half-maximal effect. An excerpt (hit frequency here may not be typical).

Compound: CC(C)(CO)[C@H](O)C(=O)NCCC(=O)O
  TDP1 cell CPT: /; KAT2A inh: 8.2%[21.4 µM]
Compound: C1CCC(C(C[C@@H]2CCCCN2)C2CCCCC2)CC1
  TDP1 cell CPT: /; KAT2A inh: 5.0%[21.4 µM]
Compound: Cc1cn(C2CC(O)C(CO)O2)c(=O)[nH]c1=O (stereo unspecified)
  TDP1 cell CPT: /; KAT2A inh: -7.3%
Compound: CCCc1nc(C(C)(C)O)c(C(=O)O)n1Cc1ccc(-c2ccccc2-c2nn[nH]n2)cc1
  TDP1 cell CPT: /; KAT2A inh: 1.2%
Compound: CN1CCO[C@H](c2ccccc2)c2ccccc2C1
  TDP1 cell CPT: /; KAT2A inh: 10.7%[21.4 µM]
Compound: CCCC[C@H](O)c1ccccc1
  TDP1 cell CPT: /; KAT2A inh: -1.2%
Compound: C[C@H](N[C@@H](C)COc1ccccc1)[C@H](O)c1ccc(O)cc1
  TDP1 cell CPT: /; KAT2A inh: -16.8%[21.4 µM]
Compound: CCCN1CCCC(c2cccc(S(C)(=O)=O)c2)C1 (stereo unspecified)
  TDP1 cell CPT: /; KAT2A inh: -22.3%
Compound: O=C(c1ccccc1)c1ccc2n1CC[C@H]2C(=O)O
  TDP1 cell CPT: /; KAT2A inh: -17.3%[21.4 µM]
Compound: CCN(CC)C(=O)Nc1ccc(OC[C@H](O)CNC(C)(C)C)c(C(C)=O)c1
  TDP1 cell CPT: /; KAT2A inh: -12.4%
Compound: CC(=O)OCC(=O)[C@@]1(O)CC[C@@H]2[C@H]3CCC4=CC(=O)C=C[C@]4(C)[C@]3(F)[C@@H](O)C[C@@]21C
  TDP1 cell CPT: /; KAT2A inh: -5.4%[21.4 µM]
Compound: CC(=O)O[C@]1(C(C)=O)CC[C@@H]2[C@@H]3C=C(Cl)C4=CC(=O)[C@H]5C[C@@H]5[C@]4(C)[C@H]3CC[C@]21C
  TDP1 cell CPT: /; KAT2A inh: 0.4%[21.4 µM]
Compound: CC=CC1=C(C(=O)O)N2C(=O)[C@H](NC(=O)[C@H](N)c3ccc(O)cc3)[C@@H]2SC1
  TDP1 cell CPT: /; KAT2A inh: ?
Compound: NC(CC(=O)Nc1ccc(Oc2cc(F)c(F)cc2Br)cc1)C(=O)O (stereo unspecified)
  TDP1 cell CPT: /; KAT2A inh: 0.0%
Compound: C=CCN1CC(C(=O)N(CCCN(C)C)C(=O)NCC)CC2c3cccc4[nH]cc(c34)CC21 (stereo unspecified)
  TDP1 cell CPT: /; KAT2A inh: 1.3%
Compound: OC[C@@H](O)CN1CCN(c2ccccc2)CC1
  TDP1 cell CPT: /; KAT2A inh: -3.6%[21.4 µM]
Compound: COc1ccccc1OCC1CNC(=O)O1 (stereo unspecified)
  TDP1 cell CPT: 8.2%; KAT2A inh: /
Compound: C/C=C/C1=C(C(=O)O)N2C(=O)[C@@H](NC(=O)[C@H](N)c3ccc(O)cc3)[C@H]2SC1
  TDP1 cell CPT: 22.8%; KAT2A inh: /
Compound: CC1(C)C2CC[C@]3(C)[C@H](C(=O)C=C4[C@@H]5C[C@@](C)(C(=O)O)CC[C@]5(C)CC[C@]43C)[C@@]2(C)CC[C@@H]1O[C@H]1O[C@H](C(=O)O)[C@@H](O)[C@H](O)[C@H]1O[C@@H]1O[C@H](C(=O)O)[C@@H](O)[C@H](O)[C@H]1O (stereo partly specified)
  TDP1 cell CPT: 6.8%; KAT2A inh: /
Compound: CCNC(=O)NCCCOc1cccc(CN2CCCCC2)c1
  TDP1 cell CPT: -17.8%; KAT2A inh: /
Compound: CC(C(=O)O)c1ccc2c(c1)CC(=O)c1ccccc1S2 (stereo unspecified)
  TDP1 cell CPT: -1.9%; KAT2A inh: /
Compound: c1cnc2cc3c(cc2n1)[C@@H]1CNC[C@H]3C1
  TDP1 cell CPT: 2.5%; KAT2A inh: /
Compound: Cn1cc(S(C)=O)c(=O)c2ccc(F)cc21 (stereo unspecified)
  TDP1 cell CPT: 0.4%; KAT2A inh: /
Compound: CO/N=C(/C(=O)N[C@@H]1C(=O)N2C(C(=O)[O-])=C(C[n+]3ccn4ncccc43)CS[C@H]12)c1nsc(N)n1
  TDP1 cell CPT: 6.2%&-10.9%; KAT2A inh: /
Compound: c1cnc2cc3c(cc2n1)C1CNCC3C1
  TDP1 cell CPT: ?; KAT2A inh: /

In a second layout: results already given.
Screens in order – TDP1 cell CPT, KAT2A inh
> NC(CC(=O)Nc1ccc(Oc2cc(F)c(F)cc2Br)cc1)C(=O)O (stereo unspecified)
→ /, 0.0%
> C=CCN1CC(C(=O)N(CCCN(C)C)C(=O)NCC)CC2c3cccc4[nH]cc(c34)CC21 (stereo unspecified)
→ /, 1.3%
> OC[C@@H](O)CN1CCN(c2ccccc2)CC1
→ /, -3.6%[21.4 µM]
> COc1ccccc1OCC1CNC(=O)O1 (stereo unspecified)
→ 8.2%, /

Reformatted with two lines to a compound: 6 of the compounds above
Every second line gives: TDP1 cell CPT, KAT2A inh
C1CCC(C(C[C@@H]2CCCCN2)C2CCCCC2)CC1
 : /, 5.0%[21.4 µM]
Cc1cn(C2CC(O)C(CO)O2)c(=O)[nH]c1=O (stereo unspecified)
 : /, -7.3%
CCCc1nc(C(C)(C)O)c(C(=O)O)n1Cc1ccc(-c2ccccc2-c2nn[nH]n2)cc1
 : /, 1.2%
CN1CCO[C@H](c2ccccc2)c2ccccc2C1
 : /, 10.7%[21.4 µM]
CCCC[C@H](O)c1ccccc1
 : /, -1.2%
C[C@H](N[C@@H](C)COc1ccccc1)[C@H](O)c1ccc(O)cc1
 : /, -16.8%[21.4 µM]
